Assay outcomes from PubChem BioAssay.
RXFP1 ag – agonists of human relaxin receptor RXFP1 | 370,000 compounds, 0.3% hits | HEK293T-RXFP1 cAMP TR-FRET, 30 min; response scale: percent of porcine relaxin response, buffer zero | Potency, µM (top dose mostly 57.5 µM), inactives show at the highest dose activation, most hits filed as activators | Q9HBX9; active = well fitted activation curve with a large enough effect; note: potency is the fitted concentration of half-maximal effect; % is set by controls: 0 for no effect and ±100 for the full control effect; nearly all actives have a fitted effect of over 60% in size; many of its hits are not listed in these tables
Target sequence (Q9HBX9 whole entry, looked up): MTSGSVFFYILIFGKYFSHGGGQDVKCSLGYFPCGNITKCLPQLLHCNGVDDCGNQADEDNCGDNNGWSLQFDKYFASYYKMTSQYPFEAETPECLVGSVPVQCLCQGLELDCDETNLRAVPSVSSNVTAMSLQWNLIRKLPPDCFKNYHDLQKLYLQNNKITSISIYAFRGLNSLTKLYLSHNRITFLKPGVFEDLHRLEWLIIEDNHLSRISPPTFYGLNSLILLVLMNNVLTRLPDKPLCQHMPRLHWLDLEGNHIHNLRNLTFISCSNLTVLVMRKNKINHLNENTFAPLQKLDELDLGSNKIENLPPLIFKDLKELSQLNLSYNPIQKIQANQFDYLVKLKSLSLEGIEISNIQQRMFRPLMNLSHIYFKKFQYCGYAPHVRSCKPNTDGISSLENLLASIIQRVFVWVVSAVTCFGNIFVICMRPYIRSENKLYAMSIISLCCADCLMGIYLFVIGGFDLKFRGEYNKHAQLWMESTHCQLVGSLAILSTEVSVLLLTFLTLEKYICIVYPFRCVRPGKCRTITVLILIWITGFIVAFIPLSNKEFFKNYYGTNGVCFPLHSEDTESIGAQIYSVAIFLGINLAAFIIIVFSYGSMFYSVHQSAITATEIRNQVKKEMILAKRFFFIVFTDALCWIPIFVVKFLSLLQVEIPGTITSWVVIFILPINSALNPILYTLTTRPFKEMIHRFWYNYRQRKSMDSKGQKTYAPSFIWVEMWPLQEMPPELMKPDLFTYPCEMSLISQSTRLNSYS
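HEK293 cells stably expressing RXFP1, treated 30 min at 37C with compounds plus PDE4 inhibitor Ro 20174; cAMP measured by HTRF TR-FRET. Normalized to buffer and 29 nM porcine relaxin; EC50 by Hill fit.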
RXFP1 antag – blocks the human relaxin receptor RXFP1; AID 1259400; 350,000 compounds, 0.59% hits; activity change, negative = inhibition, % at 57.5 µM; HEK293-RXFP1, relaxin-stimulated cAMP HTRF, 30 min; hits give low values;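 active = activity change of -60% or lower, but not beyond a set lower limit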; note: % is set by controls: 0 for no effect and ±100 for the full control effect
D1 PAM – human D1 dopamine receptor positive modulation. P21728. HEK293 TREx D1 cells, calcium flux, dopamine EC20 potentiation. potentiation, % at 10 µM. 360,000 compounds, 0.036% hits. AID 504651; in the data active = potentiation above about 30%; note: 0% is about no effect
TRHR PAM – TRH receptor (human) allosteric enhancement; TRHR cells, fluo-8 calcium fluorescence, EC20 TRH enhancement; AID 493056; 360,000 compounds, 0.66% hits; enhancement, % at 2 µM; in the data active = enhancement above about 30%; note: 0% is about no effect
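Enhancer read-out: after compound pinning and an initial kinetic agonist-mode read, an EC20 of TRH (10 nM final) was injected and fluo-8 calcium signal (Ex 480/Em 530) followed at 1 s/cycle for 100 cycles in TRHR-expressing cells.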
D2 ag – agonists of human D2 dopamine receptor; P14416; activation, % at 2 µM; 340,000 compounds, 0.53% hits; HEK293 T-REx D2 cells, calcium flux agonist mode;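 active = activation over 3 SD above normal in the single-dose calcium agonist read, cut at about 30% in these data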; note: 0% is about no effect
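Tetracycline-induced HEK293 T-REx cells with force-coupled D2 receptor, plated overnight at 30 C, loaded with no-wash calcium dye. After a 10 s baseline, compound was pin-added and calcium flux read kinetically for 180 s; calcium rises flagged agonists.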
D2 potentiator – D2 dopamine receptor (human) potentiation; AID 485347; HEK293 T-REx D2, calcium flux, EC20 dopamine potentiation; 340,000 compounds, 0.34% hits; potentiation, % at 10 µM; P14416;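 active = potentiation over 3 SD above the plate norm, cut at about 30% in these data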; note: 0% is about no effect
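Tetracycline-induced HEK293 T-REx cells force-coupled to calcium signalling expressed D2; compounds were pin-added after a 10 s baseline, read kinetically 180 s, then an EC20 dopamine challenge followed with a further 180 s calcium read.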
D1 ag – human D1 receptor agonism; P21728; 360,000 compounds, 1% hits; activation, % at 2 µM; HEK293 T-REx D1 cells, calcium flux, agonist mode; AID 504660; in the data active = activation above about 30%; note: 0% is about no effect
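Inducible HEK293 T-REx D1 cells, force-coupled to calcium signalling, were plated at 4000 cells/well with tetracycline and held overnight at 30 C. After no-wash calcium dye loading, compound-evoked calcium rise over 180 s flagged agonists.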
D1 antagonist – human D1 dopamine receptor antagonism | P21728 | HEK293 TREx D1 cells, calcium flux, dopamine EC80; hits give low values | activity change, negative = inhibition, % at 10 µM | 360,000 compounds, 3.2% hits | AID 504652; in the data active = activity change below about -30%; note: % is set by controls: 0 for no effect and ±100 for the full control effect
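Tetracycline-induced HEK293 T-REx cells with force-coupled D1 receptor were loaded with a no-wash calcium dye. Compound was added after a 10 s baseline and read kinetically for 180 s; EC80 dopamine was then added and calcium flux followed another 180 s.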
D2 antagonist – D2 dopamine receptor (human) antagonism; 340,000 compounds, 2% hits; inhibition, % at 10 µM; P14416; HEK293 TREx D2 cells, calcium flux, dopamine EC80; in the data active = inhibition above about 30%; note: 0% is about no effect
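Inhibition of EC80 dopamine-driven calcium flux, recorded kinetically, defines activity here; cells are a tetracycline-induced HEK293 T-REx line expressing force-coupled D2.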
* hit, by the source's call; · = no result given; & = joins results of further samples. Not all compounds are listed; count on the stated rates, not on these rows.

SMILES	RXFP1 ag	RXFP1 antag	D1 PAM	TRHR PAM	D2 ag	D2 potentiator	D1 ag	D1 antagonist	D2 antagonist
O=C(NCc1ccccc1)N1CCNCC1	0.6%	-12	-4	12	0.0	-1	0	0	-19
CCOC(=O)c1nn(-c2ccc(F)cc2)c2nc(Nc3ccccc3)cc(=O)n12	2.3%	-13	-2	8	1.4	-15	0	0	1
CCCNC(=O)COC(=O)c1c2c(nc3ccccc13)CCC2	4.7%	1	-6	-9	-0.1	-3	1	8	-18
COc1ccc(C(=O)NC(C(=O)NCc2ccccn2)C(C)C)cc1 (stereo not drawn)	-0.1%	-10	-1	-11	0.6	5	1	13	-13
Cc1ccc(-n2ncc3c(=O)n(Cc4cccnc4)cnc32)cc1	-0.1%	2	-2	-4	-1.9	-8	0	-15	-12
CC1CCc2c(sc3ncnc(NCCN4CCOCC4)c23)C1 (stereo not drawn)	6.8%	·	-5	-8	-0.3	-3	0	-16	-2
CCc1nc2ccc(C(=O)NCc3ccccc3)cc2nc1CC	3.4%	-9	0	1	-0.2	-1	1	4	2
CCNc1ccc(S(=O)(=O)N2CCCCC2)cn1	0.1%	-1	-5	0	0.1	4	2	-14	33*
CCCCNC(=O)CSc1nc2ccsc2c(=O)n1C1CCN(C(=O)OCC)CC1	-0.2%	-2	0	-2	-0.8	-4	2	-11	5
CCOC(=O)Nc1nnc(-c2cccc(OC)c2)s1	1.3%	-1	4	2	2.5	-5	6	23	-6

Laid out differently: results already given
Every second line gives: RXFP1 ag, RXFP1 antag, D1 PAM, TRHR PAM, D2 ag, D2 potentiator, D1 ag, D1 antagonist, D2 antagonist
- CCOC(=O)c1nn(-c2ccc(F)cc2)c2nc(Nc3ccccc3)cc(=O)n12
    2.3%, -13, -2, 8, 1.4, -15, 0, 0, 1
- CCCNC(=O)COC(=O)c1c2c(nc3ccccc13)CCC2
    4.7%, 1, -6, -9, -0.1, -3, 1, 8, -18
- COc1ccc(C(=O)NC(C(=O)NCc2ccccn2)C(C)C)cc1 (stereo not drawn)
    -0.1%, -10, -1, -11, 0.6, 5, 1, 13, -13
- Cc1ccc(-n2ncc3c(=O)n(Cc4cccnc4)cnc32)cc1
    -0.1%, 2, -2, -4, -1.9, -8, 0, -15, -12
- CC1CCc2c(sc3ncnc(NCCN4CCOCC4)c23)C1 (stereo not drawn)
    6.8%, ·, -5, -8, -0.3, -3, 0, -16, -2

Continuation.
SMILES	RXFP1 ag	RXFP1 antag	D1 PAM	TRHR PAM	D2 ag	D2 potentiator	D1 ag	D1 antagonist	D2 antagonist
CCc1cccc(NC(=O)C2CCCN(S(=O)(=O)c3cnc[nH]3)C2)c1 (stereo not drawn)	0.0%	12	3	22	-0.1	3	2	31	-15
COCCNC(=S)Nc1cc(S(=O)(=O)N2CCOCC2)ccc1N1CCCCC1	-0.1%	6	-3	5	-0.2	9	8	-1	-5
CCOc1cccc2cc(-c3nc(-c4ccccc4C)no3)c(=O)oc12	1.9%	8	-4	-3	0.9	3	2	-15	·
COc1ccc(C(=O)N2CCc3cc(OC)c(OC)cc3C2c2ccc(OC)c(OC)c2)cc1 (stereo not drawn)	4.7%	17	-3	2	-1.1	3	3	17	5
Cc1ccc(S(=O)(=O)N(C)C)cc1NC(=O)COC(=O)CCNS(=O)(=O)c1ccccc1	1.1%	-1	4	4	-0.4	-22	2	-2	18
COc1ccccc1C(=O)Nc1cc(-c2ccc(C)cc2)no1	-2.3%&-0.6%	8&-26	-14&-2	-6&-8	-0.5	2&-10	7&3	-2&-25	-21
Cc1ccc(NC(=O)NNc2cccc(Cl)n2)cc1	1.2%	-1	2	4	0.5	11	-1	3	-4
COc1cc(NC(=O)C2CCCN(S(=O)(=O)c3cccc4nsnc34)C2)cc(OC)c1 (stereo not drawn)	6.4%	-11	0	-10	·	·	3	0	·
CCN(CC1CCCN(CCc2cccc(F)c2)C1)C(=O)c1cc2ccccc2o1 (stereo not drawn)	3.6%	-17	-17	-4	0.5	16	4	5	11
Cc1c(NC(=O)C2Cc3ccccc3CN2C(=O)c2ccco2)c(=O)n(-c2ccccc2)n1C (stereo not drawn)	-0.4%	1	-4	0	1.0	-5	2	-6	-5
OC(COc1ccc2ccccc2c1Cl)CN1CCOCC1 (stereo not drawn)	2.0%	-8	-8	-1	0.9	-9	4	4	-2
CS(=O)(=O)NN1C(=O)c2ccccc2NC1c1ccccc1O (stereo not drawn)	3.6%	-7	-4	-5	0.6	-7	0	-13	-4
CC(C)CCNC(=O)CN(CCN1CCOCC1)C(=O)Cn1nnc(-c2ccc(F)cc2)n1	1.6%	-10	2	5	-0.7	1	0	-10	-13
Cc1cccc(NC(=O)CCC(=O)N2CCOCC2)n1	1.7%	-12	2	-1	0.5	5	4	11	-4
Cc1cccc(-c2nc3nc(C)cc(NC(C)c4ccccc4)n3n2)c1 (stereo not drawn)	3.5%	·	-2	3	-1.1	16	8	4	·
COc1cc(C(=O)N2CCN(C(=O)c3ccccc3)CC2)cc(OC)c1OC	5.1%	-7	-8	3	0.1	-6	1	0	-6
CCc1noc(C)c1C(=O)Nc1nc(-c2ccc(OC)cc2OC)cs1	2.4%	-6	0	-2	1.4	3	4	-29	-23
CCOC(=O)CN1C(=O)C(Sc2n[nH]c(-c3cccc(C)c3)n2)CCc2ccccc21 (stereo not drawn)	2.5%	-12	1	4	-0.5	-22	2	-7	-13
CCCN(Cc1cccs1)C(=O)Nc1cc(Cl)ccc1C	0.8%	-3	1	-5	-0.3	3	-1	-9	·
Cc1ccc(C)c(OCCC(=O)NNC(=O)c2ccccc2)c1	0.6%	-9	0	-8	0.5	-4	1	34	-29
O=C(NCc1ccco1)Nc1ccc(OC(F)(F)F)cc1	2.8%	-6	-1	-1	1.0	-5	11	-18	6
Cc1ccc(SCc2cn3c(C)csc3n2)cc1	1.0%	6	0	3	0.4	1	3	-8	12
O=C(Nc1cccc(Cl)c1)c1ccc(OC(=S)N2CCOCC2)cc1	1.8%	-12	-4	2	0.4	10	15	-25	-1
O=C1CCC(c2ccccc2)(C2CCN(Cc3ccccc3)CC2)C(=O)N1 (stereo not drawn)	-1.1%	·	-6	0	1.3	-7	0	8	-16
Cc1cc(C)cc(Oc2coc3cc(OC(=O)c4cccs4)ccc3c2=O)c1	-1.0%	-12	1	6	0.4	6	-2	2	21
COc1cc(-c2nnc3n(CCc4ccccc4)c(=O)c4ccccc4n23)cc(OC)c1OC	-0.4%	-2	-1	-1	1.4	-4	1	-7	10
CC(=O)c1cccc(NC(=O)C2CCCCC2)c1	-0.3%	-12	2	8	-0.5	5	2	5	-27
Cc1ccc(NS(=O)(=O)c2c(C)[nH]c(C)c2C(=O)N2CCCCC2)cc1Cl	-0.2%	12	-8	-3	0.2	-10	6	-3	6
Cc1cc(C(=O)CN2C(=O)C(=O)N(C3CCCC3)C2=O)c(C)n1CCc1ccc(F)cc1	2.4%	-3	-3	-1	0.5	2	3	1	-24
CCC(C)(C)C1CCC2(CC1)NC(=O)N(CC(=O)N1CCN(S(=O)(=O)c3cc(C)ccc3C)CC1)C2=O (stereo not drawn)	0.9%	-3	-2	0	-0.5	5	3	-1	-8
COC(=O)c1ccc(Sc2ccc(Cl)cc2)c(N)c1	5.0%	-14	-7	-1	-0.5	-5	3	-13	-9
Cc1ccc(Cl)c(OC(=O)Cn2cnc3c2c(=O)n(C)c(=O)n3C)c1	14%	-2	3	2	-0.4	15	14	-41*	-7
CC1CN(CCOCCSc2ccc(Cl)cc2)CC(C)O1 (stereo not drawn)	0.2%	1	-7	-4	-0.7	-14	1	-24	50*
CC(C)CNC1=CC(=O)CC(c2ccco2)C1 (stereo not drawn)	-0.2%	1	1	-7	0.5	-2	2	14	-2
O=c1[nH]c(CNCc2cccnc2)nc2ccccc12	2.0%	0	8	5	0.5	3	4	13	-6
Cc1c(C(=O)C(=O)NCc2ccco2)c2ccccc2n1C	-0.8%	6	-2	2	0.0	-10	3	0	-8
CCOc1cc(NC(=O)c2ccco2)c(OCC)cc1NC(=O)c1ccco1	2.2%	-4	-7	-3	0.3	13	5	-18	-2
CCC(C)[C@H](NC(=O)c1cc2cc(Cl)ccc2n1C)C(=O)N1CCC(C(=O)O)CC1 (stereo partly drawn)	0.7%	0	-1	-13	-0.2	-4	0	-4	15
COc1ccc(C(=O)OCc2c(C)noc2C)cc1	-0.1%	-9	-5	-4	2.8	2	3	-2	-7
Oc1ccccc1-n1nc2ccc3nonc3c2n1	2.6%	0	5	17	0.7	1	0	2	-26
COCCn1nnnc1C(c1ccccc1Cl)N1CCN(c2ccccc2OC)CC1 (stereo not drawn)	2.8%	6	-2	-6	0.0	-1	4	13	15
CN(C)S(=O)(=O)c1cc(NC(=O)COC(=O)CCc2ccccc2)ccc1Cl	1.1%	-14	-15	-12	·	-4	10	4	·
Cc1nn(CC(=O)OCC(=O)NC(C)c2ccccc2)c(C)c1[N+](=O)[O-] (stereo not drawn)	0.5%	1	6	-4	0.7	6	1	-34*	-15
O=C(NCc1ccccn1)c1ccc2nc(C3CCCCC3)oc2c1	0.0%	-26	-12	-9	-0.2	-8	0	-19	0
Cc1cc(OCC(O)CN)ccc1Cl (stereo not drawn)	-1.5%	-12	-7	0	-1.8	9	12	11	3
COc1ccc(C(=O)Nc2ccnn2C2CCN(Cc3cccnc3)CC2)cc1	0.4%	-6	3	4	-0.1	-5	1	3	-7
CC(C)(C)c1ccc(Oc2ccc(NC(=O)C3CC=CCC3C(=O)O)cc2)cc1 (stereo not drawn)	2.5%	-2	8	-1	-0.1	0	0	-1	9
C/C(N)=C(/C#N)C(=O)COC(=O)[C@@H](NC(=O)c1ccccc1Cl)C(C)C	3.6%	-4	-6	0	2.1	6	0	0	-18
CSc1nc(O)c(N=Nc2ccc(F)cc2F)c(=O)[nH]1	1.3%	2	0	8	0.4	20	3	1	8
O=C(CSc1ccc(-c2ccco2)nn1)NCc1ccccc1Cl	18%	·	5	1	0.3	-3	4	9	-1

New compounds follow.
SMILES	RXFP1 ag	RXFP1 antag	D1 PAM	TRHR PAM	D2 ag	D2 potentiator	D1 ag	D1 antagonist	D2 antagonist
CCN(CC(=O)Nc1ccc2c(c1)OCCO2)C(=O)c1ccc(Cl)cc1Cl	-0.2%	3	-1	5	0.2	6	1	-1	-5
CCn1nc(C)c(CN2CCCC(CNS(=O)(=O)c3ccc(OC)cc3)C2)c1C (stereo not drawn)	1.0%	-1	1	-2	0.2	3	1	8	-15
CCC(c1nnnn1Cc1ccco1)N(Cc1ccccc1OC)Cc1cc2cc(C)ccc2[nH]c1=O (stereo not drawn)	2.0%	-29	7	2	-0.4	-6	2	-6	7
FC(F)(F)Oc1ccccc1-c1nnc(-c2cccc(C(F)(F)F)c2)o1	-1.0%	-5	-2	-4	0.5	6	3	-4	16
